Bioassay records: PubChem, several laboratories
KOR beta-arrestin-1: KOR agonists, beta-arrestin recruitment, primary screen, cell-based, luminescence, uHTS (AID 1777); Kappa-type opioid receptor (Homo sapiens); KOR beta-arrestin recruitment, luminescence; higher % means a stronger effect; one-dose activation, % at 10 µM; EC50 in µM for titrated hits; 0.02% of 280,000 active; in the data active means activation above about 50%, passing the limit was not always enough; further: a part of the inactive calls stands beside numbers as strong as those of hits
M1AAP inhibition: P. falciparum M1AAP inhibitors, biochemical, fluorogenic H-Leu-NHMec substrate, 1536-well (AID 1445) | recombinant M1AAP, H-Leu-NHMec fluorogenic kinetic assay; higher % means a stronger effect | inhibition, % at 30 µM; hits with a dose series show IC50 in µM | 0.42% of 220,000 active;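 active means primary inhibition above the hit cutoff, then over 50% inhibition at one or more dose response concentrations, cut at about 23% in these data, passing the limit was not always enough; inconclusive means conflicting primary data, or primary hits not chosen for dose response; inactive means low primary inhibition, or under 50% at every dose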;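 further: plate controls were DMSO full reaction for no effect and no enzyme background for full effect; strong numbers were not always called active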
NOD1 inhibition: NOD1 signaling inhibitors, primary screen, cell-based, luminescence, uHTS (AID 1578); NOD1-driven NF-kB luciferase reporter cells, luminescence; higher % means a stronger effect; inhibition, % at 4 µM; hits with a dose series show EC50 in µM; 1% of 290,000 active; in the data active means inhibition mostly above about 36%, no sharp cut-off; inactive means mostly below about 34%;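 further: HEK-293T reporter cells stimulated with the NOD1 agonist gamma-tri-DAP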
AID2073: inhibitors of Mint1-CaV2.2 protein interaction, biochemical, HTRF (AID 2073). inhibition, % at 20 µM, or IC50 in µM where a hit was titrated. 0.19% of 290,000 active. HTRF protein-protein interaction, Mint1-CaV2.2; higher % means a stronger effect. Voltage-dependent N-type calcium channel subunit alpha-1B (Homo sapiens); in the data active means inhibition mostly above about 51%, no sharp cut-off; inconclusive means no clear call, values can overlap the other calls; inactive means mostly below about 53%; further: some results filed as inactive read as strong as hits
Dynein transport: inhibitors of GR-EGFP nuclear translocation, primary screen, dynein cargo transport inhibitor project, imaging, high-content, 3617.4 mouse cells. test concentration mostly 20 µM; stimulated with dexamethasone, 1 µM; active compounds read low. z-score, hits read low. 0.47% of 220,000 active;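 active means plate z-score of nuclear minus cytoplasmic receptor signal below a set negative limit, without overly bright fluorescence or cell loss, cut at about -3.5 in these data, passing the limit was not always enough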;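 further: z-score of nuclear minus cytoplasmic ring GR-EGFP intensity difference per well; some compounds called inactive have numbers as strong as hits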
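Buffer or medium: tetracycline-free induction medium containing charcoal-stripped FBS / Reagent: dexamethasone agonist, 1.0 µM final, for 30 min / Technique: automated 10x imaging of fixed Hoechst-stained cells / Times: induction 48 h, compound 1 h, agonist 30 min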
NOD2 inhibition: NOD2 signaling inhibitors, cell-based, luminescence, uHTS, HEK293 (AID 1566). one-dose inhibition, % at 4 µM; EC50 in µM for titrated hits. 0.63% of 290,000 active. HEK293 NOD2/NF-kB luciferase reporter, luminescence; higher % means a stronger effect; further: many of its hits are not listed in these tables
GPR55 beta-arrestin: GPR55 agonists via beta-arrestin recruitment, primary screen, imaging, U2OS cells, beta-arrestin-GFP redistribution (AID 1961); G-protein coupled receptor 55 (Homo sapiens); U2OS GPR55 beta-arrestin-GFP redistribution imaging; higher % means a stronger effect; one-dose activation, % at 10 µM; EC50 in µM for titrated hits; 0.048% of 290,000 active;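 active means activation above 40% with more than 50 cells counted in the well; inconclusive means wells holding fewer than 50 cells, flagged as toxic or sparse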;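 further: U2OS osteosarcoma cells stably expressing GPR55 and beta-arrestin-GFP; plate controls were DMSO negative control for no effect and LPI positive control for full effect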
P. falciparum M17LAP: P. falciparum M17LAP inhibitors, primary screen, biochemical, fluorogenic H-Leu-NHMec substrate, 1536-well (AID 1619); recombinant M17LAP, H-Leu-NHMec fluorogenic kinetic assay; higher % means a stronger effect; inhibition, % at 30 µM; hits with a dose series show IC50 in µM; 0.38% of 220,000 active;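 active means compound inhibiting the enzyme by more than half at any dose during confirmatory dose-response retesting; inconclusive means strong single-dose inhibitors picked by rank but not retested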;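 further: plate controls were full reaction with DMSO carrier for no effect and no enzyme background for full effect; strong numbers were not always called active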
KOR beta-arrestin-2: KOR antagonists, beta-arrestin recruitment, cell-based, luminescence, uHTS (AID 1778); Kappa-type opioid receptor (Homo sapiens); KOR beta-arrestin recruitment, luminescence, antagonist mode; higher % means a stronger effect; one-dose inhibition, % at 10 µM; IC50 in µM for titrated hits; 0.091% of 290,000 active; further: strong numbers were not always called active
Dynein transport cytoplasmic EGFP: recorded beside Dynein transport, whose call it bears; z-score; measured here: cytoplasmic GR-EGFP intensity; active compounds read high
Dynein transport nuclear GR-EGFP: also measured in Dynein transport; calls as there; z-score; measured here: nuclear GR-EGFP intensity;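 lower value marks the stronger effect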
Dynein transport cell count: recorded beside Dynein transport, whose call it bears; z-score; measured here: cell count per field
Active calls of the source: *; ? = inconclusive; · = no result given; [ ] = dose if it differs, or a comment. Unless noted, no stated cut-off is given here; in the data, active means inhibition above about 50%; inactive means the rest. This is a subset; rates above refer to the full screens.

The opening two compounds, to show the layout:
SMILES	KOR beta-arrestin-1	M1AAP inhibition	NOD1 inhibition	AID2073	Dynein transport	Dynein transport cytoplasmic EGFP	Dynein transport nuclear GR-EGFP	Dynein transport cell count	NOD2 inhibition	GPR55 beta-arrestin	P. falciparum M17LAP	KOR beta-arrestin-2
COc1ccc(S(=O)(=O)NCC(c2cccnc2)N2CCN(c3ccc(F)cc3)CC2)cc1C (stereo not drawn)	-2.4%	2%	-26%	-2%	-0.12	0.26	-0.11	0.15	12%	-0.1%	-1%	19%
COC(=O)CCN1CCc2cc(N=Nc3ccc([N+](=O)[O-])cc3)ccc21	·	-9%	2%	42%	0.41	-0.25	0.64	0.59	-122%	0.6%	-1%	-13%

The list itself, from the start:
SMILES	KOR beta-arrestin-1	M1AAP inhibition	NOD1 inhibition	AID2073	Dynein transport	Dynein transport cytoplasmic EGFP	Dynein transport nuclear GR-EGFP	Dynein transport cell count	NOD2 inhibition	GPR55 beta-arrestin	P. falciparum M17LAP	KOR beta-arrestin-2
COc1ccc(S(=O)(=O)NCC(c2cccnc2)N2CCN(c3ccc(F)cc3)CC2)cc1C (stereo not drawn)	-2.4%	2%	-26%	-2%	-0.12	0.26	-0.11	0.15	12%	-0.1%	-1%	19%
COC(=O)CCN1CCc2cc(N=Nc3ccc([N+](=O)[O-])cc3)ccc21	·	-9%	2%	42%	0.41	-0.25	0.64	0.59	-122%	0.6%	-1%	-13%
CCC(C)OC(=O)C[N+](C)(C)CCOC1CC2CCC1(C)C2(C)C (stereo not drawn)	-4.5%	10%	-19%	30%	2.2	-0.34	0.79	-0.74	-18%	0.0%	11%	-34%[20 µM]
O=c1[nH][nH]cc1C=Nc1ccccc1O	0.3%	?	-2%	-8%	-0.19	0.2	0.68	0.95	8%	0.3%	15%	4%
O=C(Nc1cccc(C(F)(F)F)c1)OCCN1CCN(Cc2ccccc2)CCC1=O	-1.0%	3%	-7%	8%	0.02	-0.22	0.31	0.23	1%	0.0%	-2%	10%
CCOc1ncccc1C(=O)OCC(=O)NC1CC1	-15%	-10%	-6%	0%	0.055	-0.23	0.27	-0.66	28%	0.5%	-7%	-11%
COCCn1cnnc1SCC(=O)c1ccc(S(=O)(=O)N2CCCC2)cc1	2.0%	0%	-15%	-8%	0.27	-0.13	0.33	0.98	1%	-0.3%	11%	-24%
O=C(CNCc1ccc(Cl)cc1)Nc1ccc(C(=O)N2CCCCCC2)cc1	5.4%	·	-14%	30%	·	·	·	·	-4%	0.3%	·	-42%
COC(=O)CS(=O)(=O)c1cccc2cccnc12	-3.0%	-2%	-29%	5%	-0.93	-0.3	-0.36	1	4%	-0.1%	1%	-4%[20 µM]
CC1(C)Cc2c(cnn2-c2ccccc2)C(=O)/C1=N\NC(=O)c1ccccc1	-5.7%	4%	0%	-1%	-0.61	-0.2	-0.0071	0.27	14%	0.6%	-9%	-4%
CC1=C(C(=O)O)N2C(=O)C(NC(=O)c3ccccc3Cl)C2SC1 (stereo not drawn)	-0.8%	·	-12%	0.75µM*	·	·	·	·	6%	-0.1%	·	0%
COc1ccc(/C=C2\SC(=S)N(NC(=O)c3csc4c3CCCC4)C2=O)cc1	-0.5%	-2%	·	18%	-2	0.3	-1.2	1.6	-11%	-0.3%	-1%	8%
CCOC(=O)C1CCN(C(=O)COc2ccc(Br)cc2C)CC1	0.5%	0%	-48%	1%	0.17	-0.32	0.58	0.57	10%	-0.1%	-2%	-6%
CCCCc1ncc(CN2CCN(Cc3ccc(C)cc3)C(CCO)C2)[nH]1 (stereo not drawn)	-2.9%	-3%	-25%	19%	-0.37	-0.091	-0.35	0.78	-3%	-0.2%	-6%	-35%
Fc1ccccc1-n1[nH]nnc1=S	0.3%	13%	-3%	14%	-1.1	0.024	-0.33	0.042	-16%	-0.4%	-7%	3%
COc1cc(-c2nc3oc4ccccc4c(=O)c3c(=O)n2Cc2ccco2)cc(OC)c1OC	0.5%	5%	-26%	0%	-0.18	-0.2	-0.061	0.53	6%	0.9%	20%	32%
COc1cccc(C(=O)OCn2nnc3ccccc3c2=O)c1	-3.0%	10%	-21%	-3%	0.67	-0.2	0.89	-0.079	8%	0.3%	1%	30%
CCOC(=O)c1c(NC(=O)c2cc(CC(C)C)on2)sc(C(C)=O)c1C	-1.3%	13%	-4%	-9%	2.9	-0.024	1.5	-0.72	20%	1.0%	-6%	-27%
COc1cccc(C(=O)N2CCC(N3CC(C)OC(C)C3)CC2)c1 (stereo not drawn)	3.1%	9%	-32%	-10%	-0.21	-0.3	-0.5	0.57	0%	-0.2%	5%	·
CCOC(=O)Cn1nnnc1C(CC)N(Cc1cccs1)Cc1cc2ccc(OC)cc2[nH]c1=O (stereo not drawn)	4.2%	-1%	12%	?	0.84	-0.19	0.82	-1.5	0%	0.3%	2%	25%
O=C(c1ccco1)N1CCCC(c2nc3c(nnn3Cc3ccccc3)c(=O)[nH]2)C1 (stereo not drawn)	-2.4%	·	-52%	5%	·	·	·	·	13%	-0.1%	·	14%
O=C(CCCC(=O)Nc1ccccc1Br)N/N=C/c1c(F)cccc1Cl	4.9%	·	2%	-3%	·	·	·	·	8%	-0.4%	·	-54%
COc1ccc(C2N=C(Nc3ccc(C)cc3)Nc3nc(C)cc(=O)n32)cc1 (stereo not drawn)	5.3%	4%	-13%	13%	0.32	-0.28	0.6	0.93	10%	-0.3%	-3%	-41%
Cc1cccc(NC(=O)CC2Nc3cccc4cccc(c34)NC2=O)c1 (stereo not drawn)	-1.8%	3%	·	41%	-0.58	0.18	-0.38	1.3	8%	-0.2%	-3%	2%
O=c1n(-c2ccccc2)c(=O)n(Cc2ccccn2)n1Cc1ccccn1	-0.1%	4%	·	2%	0.11	-0.19	0.4	-0.53	10%	0.0%	-2%	24%
CCOC(=O)CSc1nc(N)cc(=O)[nH]1	-2.0%	-1%	-9%	-8%	-0.89	-0.16	-0.26	0.37	16%	-0.1%	1%	7%
COc1ccc(CNC(=O)CCC(=O)N2CC(C)Oc3ccccc32)cc1 (stereo not drawn)	-5.2%	·	-16%	0%	·	·	·	·	11%	-0.1%	·	24%[20 µM]
Cc1cc(Cl)c(OCCCCNC(C)(C)C)c(Br)c1	3.5%	5%	-7%	-4%	0.53	-0.17	0.4	-0.23	-19%	0.0%	22%	-22%
CC(Nc1cc(=O)n(C)c(=O)[nH]1)c1ccccc1 (stereo not drawn)	-1.2%	7%	-20%	1%	-0.47	-0.2	0.02	-0.26	-1%	-0.2%	13%	-8%
COc1ccc(NC(=O)N2CCC(C(=O)c3ccc4c(c3)OCCO4)CC2)cc1	1.6%	·	-32%	-2%	·	·	·	·	13%	-0.1%	·	-22%

Given bar-delimited: entries from further up.
Molecule | KOR beta-arrestin-1 | M1AAP inhibition | NOD1 inhibition | AID2073 | Dynein transport | Dynein transport cytoplasmic EGFP | Dynein transport nuclear GR-EGFP | Dynein transport cell count | NOD2 inhibition | GPR55 beta-arrestin | P. falciparum M17LAP | KOR beta-arrestin-2
O=c1n(-c2ccccc2)c(=O)n(Cc2ccccn2)n1Cc1ccccn1 | -0.1% | 4% | · | 2% | 0.11 | -0.19 | 0.4 | -0.53 | 10% | 0.0% | -2% | 24%
Cc1cccc(NC(=O)CC2Nc3cccc4cccc(c34)NC2=O)c1 (stereo not drawn) | -1.8% | 3% | · | 41% | -0.58 | 0.18 | -0.38 | 1.3 | 8% | -0.2% | -3% | 2%
COc1ccc(CNC(=O)CCC(=O)N2CC(C)Oc3ccccc32)cc1 (stereo not drawn) | -5.2% | · | -16% | 0% | · | · | · | · | 11% | -0.1% | · | 24%[20 µM]
O=C(c1ccco1)N1CCCC(c2nc3c(nnn3Cc3ccccc3)c(=O)[nH]2)C1 (stereo not drawn) | -2.4% | · | -52% | 5% | · | · | · | · | 13% | -0.1% | · | 14%

Continuation:
SMILES	KOR beta-arrestin-1	M1AAP inhibition	NOD1 inhibition	AID2073	Dynein transport	Dynein transport cytoplasmic EGFP	Dynein transport nuclear GR-EGFP	Dynein transport cell count	NOD2 inhibition	GPR55 beta-arrestin	P. falciparum M17LAP	KOR beta-arrestin-2
CCOC(=O)CNC(=O)c1ccc(C)cc1	4.1%	1%	-30%	0%	1.5	-0.29	0.62	0.18	-33%	0.0%	-5%	-17%
O=C(CN1CCN(CC(=O)Nc2ccccc2Cl)CC1)Nc1ccc(F)c(F)c1	2.4%	·	-2%	0%	·	·	·	·	-81%	0.0%	·	-22%
CCCC(=O)Nc1nc2n(n1)C(c1ccccc1)CC(=O)N2 (stereo not drawn)	-0.7%	8%	15%	-8%	0.74	-0.25	-0.65	0.33	18%	-0.1%	7%	17%
CCC(C)(C)n1nnnc1C(c1ccc(OC)c(OC)c1)N1CCN(c2ccccc2)CC1 (stereo not drawn)	0.2%	-1%	-18%	-4%	-0.27	-0.08	0.47	-0.82	-18%	0.3%	2%	8%
Cc1cc2oc(=O)c3c(c2cc1OCc1nn[nH]n1)CCCC3	2.8%	10%	-3%	14%	-0.037	-0.16	0.32	-0.29	-8%	0.3%	54%	-13%
CCC(CC)NC(=O)c1cccc([N+](=O)[O-])c1C	9.4%	1%	-35%	12%	0.96	-0.037	0.72	-1.7	15%	-0.8%	0%	-31%
O=C(Cc1noc2ccccc12)Nc1ccc2ccccc2c1	32%	-3%	-48%	13%	-0.29	-0.2	0.14	-0.25	-32%	0.0%	13%	-12%
O=C(COc1ccccc1)NS(=O)(=O)c1ccccc1	0.6%	·	-39%	-1%	·	·	·	·	2%	-0.1%	·	9%
CCC(CC)C1=NN2C(=N)/C(=C\c3cc(C)n(-c4cccc(C)c4)c3C)C(=O)N=C2S1	-1.9%	-7%	12%	7%	-0.12	-0.037	0.078	-0.97	14%	1.3%	-14%	-23%
O=C1CN(C(=O)CC2C(=O)NCCN2Cc2ccccc2C(F)(F)F)CCN1 (stereo not drawn)	-1.1%	·	-30%	4%	·	·	·	·	1%	0.3%	·	35%
